From PubChem
GPR7 antagonist = GPR7 receptor antagonists, primary screen, cell-based, fluorescence, single concentration | AID 1861, 2009 | GPR7-expressing cells, fluorescence antagonist assay | inhibition, % at 4.4 µM | 290,000 compounds, 1.1% hits; in the data active = inhibition above about 16%, passing the limit was not always enough;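 note: cells stimulated with the agonist NPW; 0% = agonist with vehicle and 100% = vehicle without agonist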
Target sequence (P48145 whole entry, looked up): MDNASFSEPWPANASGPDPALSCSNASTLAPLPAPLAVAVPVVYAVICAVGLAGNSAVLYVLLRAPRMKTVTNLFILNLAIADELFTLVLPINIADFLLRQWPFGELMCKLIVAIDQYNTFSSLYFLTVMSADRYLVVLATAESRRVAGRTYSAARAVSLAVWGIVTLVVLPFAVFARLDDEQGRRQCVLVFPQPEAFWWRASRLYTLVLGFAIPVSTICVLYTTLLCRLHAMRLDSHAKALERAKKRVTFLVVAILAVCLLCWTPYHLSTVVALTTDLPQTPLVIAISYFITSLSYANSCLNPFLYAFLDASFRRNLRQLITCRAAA
VIM-2 inhibitor = VIM-2 metallo-beta-lactamase inhibitors, primary screen, biochemical, epi-absorbance readout, Pseudomonas aeruginosa enzyme; inhibition, % at 5.6 µM; AID 1527, 2009; 290,000 compounds, 0.89% hits; purified VIM-2, nitrocefin hydrolysis, epi-absorbance fluorescence;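 active = inhibition above the mean of all tested compounds plus 3 SD, cutoff set per screening run, cut at about 7.5% in these data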;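 note: red hydrolysis product quenches plate fluorescence so inhibitors raise well fluorescence; 0% = enzyme with DMSO and 100% = DMSO without enzyme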
IDE inh = human IDE inhibitors in live cells, primary screen, fluorescence polarization, HEK cells, FAbetaB substrate; Insulin-degrading enzyme (Homo sapiens), P14735; FAbetaB cleavage; inhibition, % at 5.59 µM; 320,000 compounds, 0.41% hits; AID 434962, 2010;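 active = percent inhibition above the average of all tested compounds plus 3 SD, set per screening campaign, cut at about 16% in these data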;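 note: IDE supplied by intact live HEK cells; FP after avidin binding of uncleaved biotin substrate so inhibition keeps polarization high; 0% = DMSO wells and 100% = 60 µM reference IDE inhibitor Ii1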
PHOSPHO1 block = PubChem AID 1565. Phosphoethanolamine/phosphocholine phosphatase (Homo sapiens), Q8TCT1. recombinant PHOSPHO1, absorbance phosphatase assay. inhibition, % at 13.3 µM. 290,000 compounds, 1.1% hits; in the data active = inhibition above about 60%
Target sequence (Q8TCT1 whole entry, looked up): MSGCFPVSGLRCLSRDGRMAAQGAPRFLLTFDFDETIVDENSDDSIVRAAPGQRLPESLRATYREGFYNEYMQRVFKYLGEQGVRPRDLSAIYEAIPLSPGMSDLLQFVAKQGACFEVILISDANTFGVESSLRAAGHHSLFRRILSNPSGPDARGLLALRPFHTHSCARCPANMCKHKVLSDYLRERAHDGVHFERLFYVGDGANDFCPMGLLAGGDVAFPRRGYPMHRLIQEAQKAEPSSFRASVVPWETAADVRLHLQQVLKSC
PfM18AAP inh = PfM18AAP inhibitors, malaria aminopeptidase, primary screen, biochemical, QFRET, recombinant enzyme. 290,000 compounds, 1.2% hits. inhibition, % at 7.35 µM. M18 aspartyl aminopeptidase (Plasmodium falciparum 3D7). AID 1822, 2009. H-Glu-NHMec fluorogenic cleavage;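 active = inhibition above the campaign mean inhibition over all tested compounds plus 3 SD, cut at about 28% in these data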;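 note: 0% = plate median of test compound wells and 100% = 2 mM ZnCl2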
IDE cell activ = human IDE activators in live cells, primary screen, fluorescence polarization, HEK cells, FAbeta-B substrate; FAbeta-B cleavage; 0% vehicle, 100% cell-free pure enzyme wells; activation, % at 5.96 µM; 340,000 compounds, 0.073% hits; AID 493087, 2011;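 active = activation above the mean of all tested compounds plus 3 SD, set per screening campaign, cut at about 17% in these data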
IMP-1 inhibitor = IMP-1 metallo-beta-lactamase inhibitors, primary screen, biochemical, epi-absorbance readout, Pseudomonas aeruginosa enzyme; metallo-beta-lactamase IMP-1 (Pseudomonas aeruginosa); purified IMP-1, nitrocefin hydrolysis, epi-absorbance fluorescence; 290,000 compounds, 0.45% hits; inhibition, % at 5.6 µM;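 active = inhibition above the mean plus 3 SD of all compounds in the same screening run, cut at about 4.5% in these data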;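 note: 0% = IMP-1 with DMSO and 100% = DMSO wells lacking enzyme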
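Material – recombinant IMP-1 enzyme, purified · Amount – IMP-1 0.2 nM before substrate addition · Medium – HEPES buffer pH 7.1 with ZnSO4 and Brij 35 · Timing – 25 °C, 15 min preincubation, 25 min reaction · Measured by – plate fluorescence quenching by hydrolysis product, ex 480/em 530 nm · Read-out – percent enzyme inhibition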
NALP1 yeast inh = NALP1 inflammasome inhibitors in reconstituted yeast, colorimetric, S. cerevisiae, triplicate retest | S. cerevisiae NALP1/ASC/caspase-1 growth, X-gal OD620, 72 h | inhibition, % at 10 µM | 280,000 compounds, 0.61% hits; in the data active = inhibition mostly above about 24%, no sharp cut-off; inactive = mostly below about 32%; note: some compounds called inactive have numbers as strong as hits
pCIP destab = p/CIP-EGFP fusion destabilizers, primary screen, fluorescence, F442A cells; 16 h; decrease of EGFP signal, % at 10 µM; 290,000 compounds, 0.01% hits;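 active = EGFP signal decrease of at least 30% at 10 µM or well 3 SD below plate mean, unless failing retest; inactive = the rest, including hits failing retest or dose response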; note: some compounds called inactive have numbers as strong as hits; many of its hits are not listed in these tables
Numbers without * were called inactive.

For COc1cccc(C(=O)COc2ccc3c(C)cc(=O)oc3c2)c1 the results were GPR7 antagonist 18, VIM-2 inhibitor -0.5, PHOSPHO1 block 23, PfM18AAP inh -9, IDE cell activ -3, IMP-1 inhibitor -0.7, NALP1 yeast inh 4 and pCIP destab -12.
Cc1ccc(OCC(=O)Nc2cc(NC(=O)COc3ccc(C)c(C)c3)cc(C(=O)O)c2)cc1C was read as GPR7 antagonist -3, VIM-2 inhibitor -1.2, IDE inh -2, PHOSPHO1 block 34, PfM18AAP inh -12, IDE cell activ 4, IMP-1 inhibitor -1.2, NALP1 yeast inh 8 and pCIP destab -3.
`Cc1noc(C)c1-c1nnc(-c2ccc(OC(F)(F)F)cc2)o1` gave GPR7 antagonist -10, VIM-2 inhibitor -1.1, IDE inh -1, PHOSPHO1 block 30, PfM18AAP inh -4, IDE cell activ 1, IMP-1 inhibitor -2.9, NALP1 yeast inh 4 and pCIP destab -15.
O=C(OCC(=O)N1c2ccccc2Sc2ccccc21)c1ccc[n+]([O-])c1 was read as GPR7 antagonist -6, VIM-2 inhibitor -1.4, IDE inh 5, PHOSPHO1 block 13, PfM18AAP inh 0, IDE cell activ -2, IMP-1 inhibitor -2.6, NALP1 yeast inh -18 and pCIP destab -44.
Screening CCN(CC)c1ccc(S(=O)(=O)N2CCOCC2)cc1NC(=O)CSc1cccc[n+]1[O-] returned GPR7 antagonist -13, VIM-2 inhibitor -5.4, IDE inh -2, PHOSPHO1 block -7, PfM18AAP inh 2, IDE cell activ 0, IMP-1 inhibitor -2.6, NALP1 yeast inh 18 and pCIP destab 4.
`CCCCc1ccc(-c2nc(N)n[nH]2)cc1` gave GPR7 antagonist -6, VIM-2 inhibitor -2.8, IDE inh 0, PHOSPHO1 block 13, PfM18AAP inh 0, IDE cell activ 2, IMP-1 inhibitor -3.8, NALP1 yeast inh 14 and pCIP destab 10.
Cc1c(C(=O)NN2CCOCC2)oc2ccccc12 was read as GPR7 antagonist -18, VIM-2 inhibitor -0.1, IDE inh 2, PHOSPHO1 block 20, PfM18AAP inh 0, IDE cell activ 0, IMP-1 inhibitor -1.9, NALP1 yeast inh 13 and pCIP destab -7.
Screening COC(=O)c1ccccc1NC(=O)N[C@@H](C)C(=O)OC returned GPR7 antagonist -3, VIM-2 inhibitor -1.2, IDE inh -1, PHOSPHO1 block 20, PfM18AAP inh -12, IDE cell activ 0, IMP-1 inhibitor -0.9, NALP1 yeast inh 19 and pCIP destab -5.
For CCCc1c(C(=O)OCC)[nH]c2c1C(=O)CCC2 the results were GPR7 antagonist -14, VIM-2 inhibitor -1.5, IDE inh 2, PHOSPHO1 block 0, PfM18AAP inh -15, IDE cell activ 0, IMP-1 inhibitor -1.9, NALP1 yeast inh 43* and pCIP destab 4.
S=C(NCC1CCCO1)N1CCN(Cc2ccccc2)CC1 (stereo not drawn) was read as GPR7 antagonist -1, VIM-2 inhibitor -0.6, IDE inh 3, PHOSPHO1 block 17, PfM18AAP inh -6, IDE cell activ -1, IMP-1 inhibitor -2.8, NALP1 yeast inh -5 and pCIP destab -3.
`CC(C)(C)CC(=O)OCC(=O)Nc1cc(C(C)(C)C)nn1-c1ccccc1` gave GPR7 antagonist -8, VIM-2 inhibitor -3.2, IDE inh -2, PHOSPHO1 block -4, PfM18AAP inh -12, IDE cell activ 6, IMP-1 inhibitor -3.0, NALP1 yeast inh 26 and pCIP destab -4.
For COCCNC(=O)CSc1nnc(-c2ccccc2)c(-c2ccccc2)n1 the results were GPR7 antagonist -10, VIM-2 inhibitor -1.8, IDE inh 11, PHOSPHO1 block 0, PfM18AAP inh 0, IDE cell activ 6, IMP-1 inhibitor -0.3, NALP1 yeast inh -1 and pCIP destab -9.
O=[N+]([O-])c1ccc(CN2CCCCCC2)cc1 was read as GPR7 antagonist -9, VIM-2 inhibitor -3.0, IDE inh 3, PHOSPHO1 block 14, PfM18AAP inh 2, IDE cell activ 2, IMP-1 inhibitor -1.9, NALP1 yeast inh 21 and pCIP destab 9.
Screening O=C(NC1CSCC1OC(=O)c1ccccc1)c1ccccc1 (stereo not drawn) returned GPR7 antagonist 0, VIM-2 inhibitor -1.7, IDE inh -2, PHOSPHO1 block 48, PfM18AAP inh -5, IDE cell activ -7, IMP-1 inhibitor -3.0 and pCIP destab -8.
Screening CCc1ccc(N2C(=O)CN(Cc3ccc(OC)c(OC)c3)C2=S)cc1 returned GPR7 antagonist -13, VIM-2 inhibitor -3.3, IDE inh -1, PHOSPHO1 block -5, PfM18AAP inh -1, IDE cell activ 6, IMP-1 inhibitor -0.8, NALP1 yeast inh 19 and pCIP destab -6.
`CSCCC(NS(=O)(=O)c1cccs1)C(=O)NCc1cccs1` (stereo not drawn) gave GPR7 antagonist -6, VIM-2 inhibitor -3.5, IDE inh 1, PHOSPHO1 block 9, PfM18AAP inh 0, IDE cell activ -1, IMP-1 inhibitor -2.5, NALP1 yeast inh -12 and pCIP destab 6.
`Cc1ccc(C)n1-c1nnc(N2CCC(C(=O)N3CCN(C)CC3)CC2)s1` gave GPR7 antagonist -5, VIM-2 inhibitor -0.8, IDE inh -1, PHOSPHO1 block 18, PfM18AAP inh 4, IDE cell activ 1, IMP-1 inhibitor -3.2, NALP1 yeast inh 35 and pCIP destab 0.
O=C(O)c1ccc(N2C(=O)c3cccc4c(C(=O)O)ccc(c34)C2=O)cc1 was read as GPR7 antagonist -8, VIM-2 inhibitor 0.9, IDE inh -2, PHOSPHO1 block 42, PfM18AAP inh -15, IMP-1 inhibitor 0.9, NALP1 yeast inh 10 and pCIP destab -8.
COc1ccc(N(CC(=O)NC2CCCC2)C(=O)c2ccc(C)s2)cc1OC was read as GPR7 antagonist -11, VIM-2 inhibitor -2.3, IDE inh -1, PHOSPHO1 block 31, PfM18AAP inh 0, IDE cell activ 3, IMP-1 inhibitor 0.4, NALP1 yeast inh 16 and pCIP destab -4.
For Cn1nnc2cc(NC(=O)N3CC4(C)CC3CC(C)(C)C4)ccc21 (stereo not drawn) the results were GPR7 antagonist -13, VIM-2 inhibitor 0.8, IDE inh 0, PHOSPHO1 block 14, PfM18AAP inh -13, IDE cell activ -7, IMP-1 inhibitor -2.7, NALP1 yeast inh 3 and pCIP destab -6.
`O=C(NCc1cccs1)C1CCCN(S(=O)(=O)c2cccc3cccnc23)C1` (stereo not drawn) gave GPR7 antagonist -1, VIM-2 inhibitor -9.4, IDE inh 1, PHOSPHO1 block -1, PfM18AAP inh 0, IDE cell activ 3, IMP-1 inhibitor -4.2, NALP1 yeast inh 20 and pCIP destab -2.
`COc1ccc(C(=O)NCc2nnc(SCC(=O)N3CCCCCC3)o2)cc1OC` gave GPR7 antagonist -10, VIM-2 inhibitor 0.8, IDE inh 4, PHOSPHO1 block 38, PfM18AAP inh -1, IDE cell activ 3, IMP-1 inhibitor -2.5, NALP1 yeast inh 6 and pCIP destab -2.
Screening Cc1ccc(NC(=O)CSc2nnc([C@@H]3CCCN3C(=O)OC(C)(C)C)o2)c(C)c1 returned GPR7 antagonist -6, VIM-2 inhibitor 2.4, IDE inh 2, PHOSPHO1 block 19, PfM18AAP inh 0, IDE cell activ -2, IMP-1 inhibitor 0.9, NALP1 yeast inh 14 and pCIP destab -9.
Screening Cc1cccc(-n2nnnc2SCC(=O)Nc2ccc(N3CCN(C)CC3)cc2)c1 returned GPR7 antagonist -8, VIM-2 inhibitor 0.9, IDE inh 3, PHOSPHO1 block 10, PfM18AAP inh 5, IDE cell activ -2, IMP-1 inhibitor -3.0, NALP1 yeast inh 20 and pCIP destab -4.
Cc1ccc(N2CCN(C(=O)c3ccccc3NC(=O)C3CCCCC3C(=O)O)CC2)cc1 (stereo not drawn) was read as GPR7 antagonist -4, VIM-2 inhibitor -2.4, IDE inh -3, PHOSPHO1 block 3, PfM18AAP inh -8, IDE cell activ 1, IMP-1 inhibitor -1.6, NALP1 yeast inh 22 and pCIP destab -9.
`Cc1cccc(C(=O)N/N=C/c2ccccn2)c1` gave GPR7 antagonist 14, VIM-2 inhibitor -1.4, IDE inh 5, PHOSPHO1 block -2, PfM18AAP inh -3, IDE cell activ 3, IMP-1 inhibitor -1.3, NALP1 yeast inh 16 and pCIP destab 4.
Screening c1ccc(-c2nc(-c3cccnc3)n[nH]2)cc1 returned GPR7 antagonist -5, VIM-2 inhibitor -0.8, IDE inh -4, PHOSPHO1 block -1, PfM18AAP inh 1, IMP-1 inhibitor -3.3, NALP1 yeast inh 27 and pCIP destab -5.
Cc1ccccc1-n1cnnc1SCC(=O)N1CCN(c2ccccc2)CC1 was read as GPR7 antagonist 2, VIM-2 inhibitor -0.2, IDE inh 1, PHOSPHO1 block -48, PfM18AAP inh -3, IDE cell activ -4, IMP-1 inhibitor -1.8, NALP1 yeast inh 3 and pCIP destab 0.
CC(=O)OCC(=O)[C@@]1(O)CC[C@H]2[C@@H]3CCC4=CC(=O)C=C[C@]4(C)[C@H]3[C@@H](O)C[C@@]21C was read as GPR7 antagonist -6, VIM-2 inhibitor -3.3, IDE inh 0, PHOSPHO1 block 6, PfM18AAP inh -6, IDE cell activ 3, IMP-1 inhibitor -3.2, NALP1 yeast inh 16 and pCIP destab 0.
`COc1ccc(COc2cccc3ccc(C)nc23)cc1F` gave GPR7 antagonist -7, VIM-2 inhibitor 2.5, IDE inh 2, PHOSPHO1 block 18, PfM18AAP inh 2, IDE cell activ 2, IMP-1 inhibitor -2.8, NALP1 yeast inh 10 and pCIP destab 4.
`Cc1c(NC(=O)c2cc(-c3cccc(Cl)c3)on2)c(=O)n(-c2ccccc2)n1C` gave GPR7 antagonist -2, VIM-2 inhibitor -1.1, IDE inh 0, PHOSPHO1 block 32, PfM18AAP inh 2, IDE cell activ 0, IMP-1 inhibitor -1.9, NALP1 yeast inh 5 and pCIP destab -5.
For O=C(O)c1nccnc1C(=O)NCCc1c[nH]c2ccccc12 the results were GPR7 antagonist -12, VIM-2 inhibitor -2.7, IDE inh 2, PHOSPHO1 block -10, PfM18AAP inh -9, IDE cell activ 3, IMP-1 inhibitor -2.1, NALP1 yeast inh 8 and pCIP destab -4.
Cc1ccc(C(=O)N/C(=C/c2cccc([N+](=O)[O-])c2)C(=O)NC(C)C)cc1 was read as GPR7 antagonist -5, VIM-2 inhibitor -1.5, IDE inh 3, PHOSPHO1 block 11, PfM18AAP inh 2, IDE cell activ 2, IMP-1 inhibitor -2.7, NALP1 yeast inh 36 and pCIP destab 0.
Screening CCOC(=O)c1cn(CC(=O)Nc2ccccc2C(=O)OCC)nn1 returned GPR7 antagonist -6, VIM-2 inhibitor -2.5, IDE inh 6, PHOSPHO1 block 27, PfM18AAP inh 1, IDE cell activ 6, IMP-1 inhibitor -3.6, NALP1 yeast inh -8 and pCIP destab -8.
